Compound activity: PubChem, NCI
All columns: NCI-60 one-dose screen, growth in % after 48 h at 10 µM unless noted; 100 = growth as untreated, 0 = no growth, -100 = all killed.
HL-60(TB) = HL-60(TB) leukemia cells | 78,000 tested, 9% active | AID 1794776; active = growth percent below 10
Active calls of the source: *; & = joins results of further samples.

SMILES	HL-60(TB)
O=CNC(Cc1ccc(O)cc1)C(=O)O (configuration not stated)	95
CCCCCCCCCCCCCCCCCC1=NC(C)(C)CN1CC(C)O (configuration not stated)	61
O=C(O)CC1Sc2ccccc2NC1=O (configuration not stated)	115
O=C(CSc1nc2ccccc2c(=O)n1-c1ccc(S(=O)(=O)Nc2ccc(Cl)nn2)cc1)Nc1ccccc1	102
Cc1ccc(S(=O)(=O)N(C)c2c(Br)cc(Br)cc2C(N)=O)cc1	84
Cc1ccc(C(F)(F)F)cc1N1CCN(C(=O)[C@H]2C[C@H]2c2ccc(S(F)(F)(F)(F)F)cc2)CC1	52
COc1ccc(Oc2nc(NC3CC3)nc(Oc3ccc(OC)cc3)n2)cc1	98
COC(=O)C(CC(=O)Nc1ccc(C(=O)c2nccn2C)cc1)c1ccc(C(F)(F)F)cc1 (configuration not stated)	106
O=C(c1cc2cccnc2n1-c1ccc(Cl)c(Cl)c1)N1CC(F)(F)C1	101
CC(C)OCCCNc1nc(-c2ccccc2)n2ncc(C#N)c2n1	87
Clc1ccc(C(=Cc2ccccc2)c2ccc(Cl)cc2)cc1	91
CC1=C(CN(O)C(N)=O)C2=C(C)C3(CC3)[C@](C)(O)C(=O)C2=C1	-17*
CN(C)NC(=S)Nc1ccccc1	116
Clc1cc2cc(-c3nc4ccccc4s3)c(Cl)nc2cc1Cl	96
CCOC(=O)c1[nH]c2cc(Cl)ccc2c1C(C(=O)NC1CCCCC1)N1CCN(CC)C(=O)c2ccccc2C1=O (configuration not stated)	102
Cc1c(CCNC=O)cc(C)c2c3c(oc12)CCCC3	51
CCCn1c(O)c(N=Nc2ccc(S(N)(=O)=O)cc2)c2ccccc21	86
CC(=O)c1sc2nc(-c3cc4ccccc4o3)cc(-c3ccc(Cl)cc3)c2c1N	92
CCNC1CCCCC1	105
CCCCCCCC/C(C=O)=C\c1ccccc1	100
O=S(=O)(F)c1ccc(I)cc1	86
Cc1ccc(S(=O)(=O)NC(=O)NCc2ccco2)cc1	110
C[C@@H](O)[C@@H]1NC(=O)[C@@H](CCCCn2cnnn2)NC(=O)[C@H](Cc2c[nH]c3ccccc23)NC(=O)[C@@H](Cc2ccccc2)NC(=O)[C@H](NC(=O)[C@H](N)Cc2ccccc2)CSSC[C@H](C(=O)N[C@H](CO)[C@@H](C)O)NC1=O	103
O=C1c2ccccc2C(=O)C1c1ccc(Cl)cc1	112
C[C@]12CCc3sc(Nc4ccc(F)cc4)nc3C1=CC[C@@H]1[C@@H]2CC[C@]2(C)C(=O)CC[C@@H]12	50
O=[N+]([O-])c1ccccc1/C=N/N1CCCCCC1	103
O=C(NNC(=O)Nc1ccc(Cl)cc1)Nc1ccccc1	88
NS(=O)(=O)c1ccc(CCN2C(=O)/C(=C\c3ccccc3)C=C2c2ccc(Cl)cc2)cc1	104
COC(=O)c1cc(Nc2nc(O)c(C3=c4cc(OC)ccc4=NC3=O)s2)ccc1O	103
CN(C)C(c1ccccc1)c1ccccc1	102&93

An excerpt of these results, with bars between the fields.
Molecule | HL-60(TB)
C[C@]12CCc3sc(Nc4ccc(F)cc4)nc3C1=CC[C@@H]1[C@@H]2CC[C@]2(C)C(=O)CC[C@@H]12 | 50
O=[N+]([O-])c1ccccc1/C=N/N1CCCCCC1 | 103

(more compounds)
SMILES	HL-60(TB)
O=C(NNC1=NCCC1)c1ccccc1	96
C/C(=C(/c1ccccc1)c1ccc(N2C(=O)c3cccc4c(NCCN(C)C)ccc(c34)C2=O)cc1)c1ccccc1	101
NC(=O)Nc1ccc2ncnc(Nc3ccc(Cl)cc3)c2c1	100
O=c1c2c(O)cccc2oc2c3c(cc(O)c12)O[C@H]1OC=C[C@@H]31	90
CN(C)CCN(C)CC(C)(C)C(=O)/C=C/c1ccc(Cl)cc1	0.3*
NS(=O)(=O)c1ccc(NNC(=O)Nc2nc3ccccc3s2)cc1	101
NC(=O)CSc1nc(-c2ccc(F)cc2)cc(-c2ccco2)n1	108
Nc1n[nH]c(-c2ccccc2)n1	95&104
N#CC1=C(N)OC(C2CC2)=C(C#N)C1c1cccs1 (configuration not stated)	105
COc1ccc(-c2nc(SCc3nc4ccccc4[nH]3)nc(N3CCNCC3)c2C#N)cc1	88
CC1(C)CC(=O)C2=C(C1)NC(=O)NC2c1ccc2c(c1)OCO2 (configuration not stated)	98
O=c1oc2ccc(Br)cc2cc1C1=COc2ccccc2N=C1	78
Cc1cc(N)c(N)cc1C	96
O=S(=O)(Oc1ccc(/C=N/NC(=S)Nc2ccccc2)cc1)C(F)(F)C(F)(F)C(F)(F)C(F)(F)F	113
COc1cc(OC)cc(C(N)=O)c1	95
O=C(c1ccccc1)c1ccc(Cl)c([N+](=O)[O-])c1	41
C=C(C)[C@@H]1CC[C@]2(C(=O)n3ccnc3)CC[C@]3(C)[C@H](CC[C@@H]4[C@@]5(C)Cc6c([nH]c7ccccc67)C(C)(C)[C@@H]5CC[C@]43C)[C@@H]12	73
COc1ccc(-c2cc(-c3ccc(OC)c(S(N)(=O)=O)c3)[nH]c(=O)c2C#N)cc1	91
O=c1c2cccc(F)c2sc2c(N3CCNCC3)nc3ccccc3c12	31
Nc1ccc(C2=NN(C(=O)c3cc(-c4ccccc4)nc4ccccc34)C(c3cc(-c4ccccc4)nn3-c3ccccc3)C2)cc1 (configuration not stated)	94
COc1cc(-c2nc(SCCC(C)C)nc(Nc3ccccc3Cl)c2C#N)cc(OC)c1OC	101
O=C(O)c1ccc(-n2cc(CNc3cccc(F)c3)c(-c3ccc(F)cc3)n2)cc1	113
OCC1OCC(O)C(O)C1O (configuration not stated)	123
Fc1ccc(Nc2nnc(-c3ccc(Cl)cc3)o2)cc1	91
COc1cc(OC)c(NC(=O)CC(C)=O)cc1Cl	101
CCn1cc(C(=O)NNC(=S)Nc2ccc(OC)cc2)c(=O)c2ccc(C)nc21	101
CC(C)=C(c1ccc(Cl)cc1)c1c(N)ncnc1N	118
COc1ccc(Cl)cc1/C=C/C(=O)/C=C(O)/C=C/c1cc(Cl)ccc1OC	109
CN(C)Cc1cccc(CN(C)C)c1O	88
CN1C(=O)NC(=O)C2(CCCC2)C1=O	89
O=C(O)CCC(NC(=O)c1cccc([N+](=O)[O-])c1)C(=O)O (configuration not stated)	101
OCC(O)C(O)C(O)c1nc2ccccc2s1 (configuration not stated)	95
CCOC(=O)Oc1c(OC)cc(C(=O)O[C@@H]2C[C@@H]3CN4CCc5c([nH]c6cc(OC)ccc56)[C@H]4C[C@@H]3[C@H](C(=O)OC)[C@H]2OC)cc1OC	-28*
c1ccc(-c2nnc(COc3ccc(-c4cc5ccccc5[nH]4)cc3)o2)cc1	94
CC(C#N)CCl (configuration not stated)	53
NC(=O)SCC(=O)Nc1ccc([As](=O)(O)O)cc1	57
O=c1c2ccccc2nc(CN2CCOCC2)n1/N=C/c1ccccc1	90
CNC(=O)c1n[nH]c(=S)[nH]c1=O	157
CCOP(=O)(OCC)/C(C#N)=C/c1ccc(N(C)C)cc1	102
Fc1ccc(-c2ccnc3nc(-c4ccncc4)nn23)cc1	97
COCCCNC1=C(C#N)C(=O)NC(c2cccs2)S1 (configuration not stated)	145
Cc1ccc(NC(=O)N[C@@H](Cc2cc(F)cc(F)c2)C(=O)NC2C(=O)N3C[C@H](O)C[C@H]3C(=O)N3CCCC[C@H]3C(=O)N[C@@H](CO)C(=O)N3C[C@H](C)C[C@H]3C(=O)O[C@H]2C)c(F)c1 (some centres not stated)	16
CN(C=O)c1ccc([N+](=O)[O-])cc1	92
Cc1ccc(-c2cc3ccccc3[nH]2)cc1	99
CCOc1ccccc1[C@H]1C(C(=O)c2ccc(Cl)cc2)C2(N[C@@H]1c1ccccc1)C(=O)Nc1ccc(Cl)cc12 (some centres not stated)	18
COc1cc(C2=NN(C(C)=O)C(c3cn(S(=O)(=O)c4ccc(C)cc4)c4ccccc34)O2)cc(OC)c1OC (configuration not stated)	78
Cc1ccc2cc(/C=C3\SC(=O)NC3=O)c(Cl)nc2c1	87
CCOC(=O)C(CC(=O)O)=C(c1ccccc1)c1ccccc1	107&41
Cc1ccc(-n2c(-c3cc4ccccc4nc3Cl)noc2=O)cc1	85
Cc1ccc(OC(=O)c2ccc(Cl)cc2)cc1	124

Next records follow:
SMILES	HL-60(TB)
CC(=O)c1c(C)nc(SCC(=O)Nc2ccc([N+](=O)[O-])cc2)n1-c1ccc(Cl)cc1	79
CCCCCCCCCC1OC(C)CC(C)(C)O1 (configuration not stated)	96
CCCCCCCCCCCCCCCCCc1nccn1CCO	64
O=C1C(Cl)=C(O)C2(Cl)C(Cl)=C(Cl)C12Cl (configuration not stated)	94
N#Cc1ccc(-c2nn(-c3ccc(C(=O)O)cc3)cc2CNc2ccccc2)cc1	82
O=C1CCCCC1CNCc1ccccc1 (configuration not stated)	95
O=C(Cn1c(/C=C/c2cccc(Br)c2)nc2ccccc2c1=O)Nc1ccccc1	106
Cn1ccnc1C(=O)/C=C/c1ccc(CC(=O)Nc2ccc(Br)cc2)cc1	0.7*
CC1(C)OCC([C@H]2O[P@](=O)(c3ccccc3)[C@@H](Nc3ccc4ccccc4c3)[C@H]3OC(C)(C)O[C@H]32)O1 (some centres not stated)	101
COc1ccccc1Nc1cc(O)c2c(=O)cc(-c3ccccc3)oc2c1	-6.1*
CCCCN(CCCC)CC(CN(CC)CC)OC(=O)Nc1ccccc1 (configuration not stated)	84
COC(=O)c1cn2c(c1C(=O)OC)c1c3ccccc3n(C)c1n1nnc(-c3ccccc3)c21	85
O=C(Nc1ccc(-n2cc(-c3ccncc3)c(-c3ccc(Cl)c(O)c3)n2)cc1)c1cc(C(F)(F)F)cc(C(F)(F)F)c1	53
C/C(=N\NC(=O)c1nc(N)n(-c2ccc(S(N)(=O)=O)cc2)n1)c1ccc(N2CCOCC2)cc1	101
O=C(/C=C/c1c(Cl)nc2sccn12)c1nccs1	82
CCN1C(=O)N(c2ccccc2)C2N=c3s/c(=C4\C(=O)N(C(C)C)c5ccccc54)c(=O)n3NC21 (configuration not stated)	99
N#Cc1c(-c2ccc(O)cc2)cc(-c2c[nH]c3ccccc23)nc1-c1c[nH]c2ccccc12	108
CC(C)(C)Nc1c(-c2c(O)c3ccccc3oc2=O)nc2c(Cl)cc(C(F)(F)F)cn12	100
Clc1ccc(-c2nnc(CCc3nc(-c4ccc(Br)cc4)no3)o2)c(Cl)c1	100
COc1ccc(/C=C/C(=O)c2nc3ccccc3n2Cc2ccc(Br)cc2)cc1	41
Cc1ccc(N=CN(C)C=Nc2ccc(C)cc2C)c(C)c1	95
O=C(NCCN1CCOCC1)n1cc(-c2ccncc2)c(-c2ccc(O)c(Cl)c2)n1	100
CCCN(CCC)CCC#N	84
CC(C)CCc1nc2ccc(NCc3ccc(OCCN4CCCC4)cc3)cc2[nH]1	98
c1ccc(-c2noc(CCc3nnc(-c4ccccc4)o3)n2)cc1	71
COc1ccc2[nH]cc(-c3nonc3-c3c[nH]c4ccc(OC)cc34)c2c1	96
COc1cc(-c2c[nH]cc2-c2ccccc2)cc(OC)c1OC	90
CCOP(=O)(OCC)C(NC(=O)CNC(=O)CN1C(=O)c2ccccc2C1=O)C(=O)NCc1ccccc1 (configuration not stated)	108
c1ccc2c(CCc3ccncc3)cccc2c1	83
Nc1cc(F)ccc1[N+](=O)[O-]	115
O=C(O)c1cccc2oc(-c3ccccc3O)nc12	50
CC(=O)Nc1ccc(S(=O)(=O)c2ccc(NC(C)=O)cc2)cc1	93&98
CC(=O)OC[C@@]1(O)C[C@@]23CC[C@@H]4[C@@]5(C)C[C@H]5CC[C@@]4(C)[C@@H]2CC[C@H]1C3	100
COc1ccc(Nc2cc(C)nc(NCCCNc3ccnc4cc(Cl)ccc34)n2)cc1	-76*
C=CC(=O)Nc1cccc(Oc2nc(Nc3ccc(N4CCN(C)CC4)cc3)nc3ccsc23)c1	-62*
O=C(NC1C(O)OC(CO)C(O)C1O)NS(=O)(=O)c1ccc(CCNC(=O)c2ccc(Cl)cc2Cl)cc1 (configuration not stated)	100
O=C(CSc1nnc(NC(=O)c2ccc(Cl)cc2)s1)Nc1ccc2oc(=O)ccc2c1	110
COC(=O)C1=Nc2ccc(F)cc2/C1=C\c1sc(=S)n(C(C(=O)O)C(C)CO)c1O (configuration not stated)	108
CCN(CC)CCCCCCCNc1cc(OC)cc2c(C)ccnc12	56
CC(N)Cc1c[nH]c2ccc(Cl)cc12 (configuration not stated)	86
Oc1cccc(-c2nc(-c3nnc(Nc4ccccc4)o3)cc3c2[nH]c2ccccc23)c1	39
C=CCC(C#N)(C(=O)OCC)/C(C)=C/CC (configuration not stated)	111
CCCCn1c(-c2ccc(F)cc2)nc2cc(OC)c(OC)cc2c1=O	67
O=C1C(=O)N(CCCCn2cc(COc3ccc4ccc(=O)oc4c3)nn2)c2ccccc21	95
CCNCC(O)Cc1ccccc1OC (configuration not stated)	104
O=C1c2cccc(S(=O)(=O)O)c2C(=O)c2c1cccc2S(=O)(=O)O	89

Part of the list above in order of formula weight, highest first.
SMILES	HL-60(TB)
O=C(NC1C(O)OC(CO)C(O)C1O)NS(=O)(=O)c1ccc(CCNC(=O)c2ccc(Cl)cc2Cl)cc1 (configuration not stated)	100
CCOP(=O)(OCC)C(NC(=O)CNC(=O)CN1C(=O)c2ccccc2C1=O)C(=O)NCc1ccccc1 (configuration not stated)	108
C=CC(=O)Nc1cccc(Oc2nc(Nc3ccc(N4CCN(C)CC4)cc3)nc3ccsc23)c1	-62*
O=C(CSc1nnc(NC(=O)c2ccc(Cl)cc2)s1)Nc1ccc2oc(=O)ccc2c1	110
COc1ccc(Nc2cc(C)nc(NCCCNc3ccnc4cc(Cl)ccc34)n2)cc1	-76*
O=C1C(=O)N(CCCCn2cc(COc3ccc4ccc(=O)oc4c3)nn2)c2ccccc21	95
Oc1cccc(-c2nc(-c3nnc(Nc4ccccc4)o3)cc3c2[nH]c2ccccc23)c1	39
O=C1c2cccc(S(=O)(=O)O)c2C(=O)c2c1cccc2S(=O)(=O)O	89
CCN(CC)CCCCCCCNc1cc(OC)cc2c(C)ccnc12	56
CCCCn1c(-c2ccc(F)cc2)nc2cc(OC)c(OC)cc2c1=O	67
CC(=O)OC[C@@]1(O)C[C@@]23CC[C@@H]4[C@@]5(C)C[C@H]5CC[C@@]4(C)[C@@H]2CC[C@H]1C3	100
CC(=O)Nc1ccc(S(=O)(=O)c2ccc(NC(C)=O)cc2)cc1	93&98
c1ccc2c(CCc3ccncc3)cccc2c1	83
C=CCC(C#N)(C(=O)OCC)/C(C)=C/CC (configuration not stated)	111
CCNCC(O)Cc1ccccc1OC (configuration not stated)	104
Nc1cc(F)ccc1[N+](=O)[O-]	115

The list is partial; count on the stated rates, not on these rows.
